LmPK inhibitor: blocks Leishmania mexicana pyruvate kinase activity; Q27686; purified LmPK, Kinase-Glo ATP luminescence, 1 h; Potency, µM (series often up to 57.5 µM), without a hit: top-dose activity change, negative = inhibition, most hits filed as inhibitors; 290,000 compounds, 0.37% hits; AID 1721; further: potency means the concentration at half of the fitted maximal effect
Target sequence (Q27686 whole entry, looked up): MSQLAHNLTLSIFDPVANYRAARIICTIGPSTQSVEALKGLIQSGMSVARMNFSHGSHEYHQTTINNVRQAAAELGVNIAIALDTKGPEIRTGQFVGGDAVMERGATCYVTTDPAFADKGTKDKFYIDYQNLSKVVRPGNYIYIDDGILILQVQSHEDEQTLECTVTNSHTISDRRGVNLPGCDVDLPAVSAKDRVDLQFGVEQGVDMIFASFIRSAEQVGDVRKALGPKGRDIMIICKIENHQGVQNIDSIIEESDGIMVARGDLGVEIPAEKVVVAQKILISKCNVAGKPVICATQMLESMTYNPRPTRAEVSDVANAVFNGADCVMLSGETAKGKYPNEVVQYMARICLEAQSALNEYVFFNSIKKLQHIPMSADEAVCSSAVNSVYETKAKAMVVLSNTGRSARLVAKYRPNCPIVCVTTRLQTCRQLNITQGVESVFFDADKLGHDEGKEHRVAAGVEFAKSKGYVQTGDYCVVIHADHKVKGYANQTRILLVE
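Pyruvate kinase activity monitored as ATP production (luciferase luminescence). Conditions: 0.1 nM enzyme, 0.5 mM PEP, 0.1 mM ADP, 1 h, RT; normalized against uninhibited and no-enzyme wells.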
AmpC no deterg: blocks E. coli AmpC beta-lactamase in detergent-free assay | AmpC nitrocefin hydrolysis, absorbance 480 nm, 0.0001% Triton | Potency, µM (doses to about 57.1 µM), for inactives: at the top dose activity change, negative = inhibition, hits mostly inhibitors | 330,000 compounds, 0.52% hits | AID 485341;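 further: potency means the concentration at half of the fitted maximal effect; plate controls were no compound for no effect and no enzyme for full effect; nearly all actives have a fitted effect of over 20% in size; some results filed as inactive show a strong effect at the top dose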
Target sequence (P00811 whole entry, looked up): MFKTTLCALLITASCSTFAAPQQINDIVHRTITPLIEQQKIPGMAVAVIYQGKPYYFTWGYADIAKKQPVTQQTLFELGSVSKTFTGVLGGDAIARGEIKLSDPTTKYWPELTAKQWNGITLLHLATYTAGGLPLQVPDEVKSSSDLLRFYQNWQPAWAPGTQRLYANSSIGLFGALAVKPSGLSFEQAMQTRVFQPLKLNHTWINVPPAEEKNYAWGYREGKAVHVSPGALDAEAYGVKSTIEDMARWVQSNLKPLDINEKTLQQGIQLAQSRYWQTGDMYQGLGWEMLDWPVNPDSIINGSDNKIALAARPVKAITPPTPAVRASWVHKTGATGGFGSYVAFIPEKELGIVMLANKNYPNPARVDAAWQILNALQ
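AmpC (5.3 nM in the dispensed reagent) in 20 mM phosphate pH 7.0 with 0.01% (detergent screen) or 0.0001% Triton X-100 was preincubated with compounds for 15 min at room temperature. Nitrocefin was then added from an 800 uM solution, and hydrolysis was followed at 480 nm.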
Sm TGR block: inhibitors of Schistosoma mansoni thioredoxin glutathione reductase. Q962Y6. purified TGR, DTNB reduction, TNB absorbance 405 nm. Potency, µM (top dose mostly 114 µM), inactives show top-dose activity change, negative = inhibition, usual class: inhibitors. 360,000 compounds, 3% hits; further: potency means the concentration at half of the fitted maximal effect; nearly all actives have a fitted effect of over 60% in size
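Kinetic colorimetric format: TGR-catalysed, NADPH-driven DTNB reduction monitored via TNB absorbance. Enzyme dispensed at 20 nM; compound exposure 15 min at room temperature before reaction start.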
AMA1 RON2 block: disrupts binding of P. falciparum AMA1 to RON2; AlphaScreen AMA1-biotinylated RON2 peptide binding; Potency, µM (titrated, usually from 58.2 µM), for the others: at the highest dose activity change, negative = inhibition, hits mostly inhibitors; 360,000 compounds, 0.2% hits;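 further: potency means the concentration at half of the fitted maximal effect; 0% = vehicle wells and -100% = peptide control; nearly all actives have a fitted effect of over 45% in size; some results filed as inactive show a strong effect at the top dose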
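AMA1 (3D7) with his tag at 25 nM final met compounds first, then biotinylated RON2 peptide at 25 nM; detection used donor plus acceptor beads, 10 µg/mL apiece, read by AlphaScreen after 30 min at room temperature.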
HCMV antiviral: human cytomegalovirus inhibition; HFF cells, HCMV-luciferase reporter, 72 h; active compounds read low; activity change, negative = inhibition, % at 57.5 µM; 410,000 compounds, 4.5% hits; AID 1259415; in the data active means activity change below about -60%; inconclusive means no clear call, values can overlap the other calls; inactive means above about -39%
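Luciferase read-out from HCMV-luciferase-infected HFFs (MOI 1 PFU/cell) 72 h post infection at 37C; compounds added after 16 h cell attachment; activity normalized between buffer-only basal and Salinomycin (10uM) inhibitor controls.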
AmpC detergent: inhibitors of E. coli AmpC beta-lactamase with detergent; P00811; AmpC hydrolysis of nitrocefin, absorbance 480 nm, 0.01% Triton; Potency, µM (titrated, usually from 114 µM), inactives show at the highest dose activity change, negative = inhibition, hits mostly inhibitors; 370,000 compounds, 0.041% hits;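 further: potency means the concentration at half of the fitted maximal effect; 0% = no-compound wells and -100% = no-enzyme wells; nearly all actives have a fitted effect of over 25% in size; some results filed as inactive show a strong effect at the top dose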
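20 mM phosphate pH 7.0 + 0.01% (detergent screen) or 0.0001% Triton X-100; 5.3 nM AmpC reagent; cpd preinc 15 min RT; nitrocefin (800 uM stock) to start; A480 q20 s × 4 min; Activity was normalised to no-enzyme and no-compound control wells.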
Tb PYK inh: inhibitors of Trypanosoma brucei pyruvate kinase. Q57TT1. TbPYK enzyme, Kinase-Glo Plus ATP luminescence, 45 min. Potency, µM (doses to about 76.8 µM), inactives show at the highest dose activity, negative = inhibition, usual class: inhibitors. 410,000 compounds, 0.12% hits. AID 624173; further: potency means the concentration at half of the fitted maximal effect; nearly all actives have a fitted effect of over 50% in size
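T. brucei PYK with substrate was exposed to pin-transferred compounds across a concentration series, then started with 130 uM ADP (final). After 45 min at room temperature, Kinase-Glo Plus luminescence was read, normalized and curve-fitted.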
Active calls of the source: *; ? = inconclusive; . = no result given; [ ] = another dose, or the depositor's remark. Unless noted, the call rests on the fitted dose curve; in most records, active means well fitted curve in the direction sought with a large enough effect; inconclusive means small, poorly fitted or top-dose-only effect, or another doubt; inactive means no such curve, though single readings can be large; an effect the other way counts as inactive or inconclusive. Unless noted, on the % scale 0 is the no-effect control and ±100 the full control effect.

The first 9 entries, to show the layout:
SMILES	LmPK inhibitor	AmpC no deterg	Sm TGR block	AMA1 RON2 block	HCMV antiviral	AmpC detergent	Tb PYK inh
Cc1ccc(Cl)cc1NC(=O)CCCn1c(=O)c2cccn2c2cccnc21	.	.	-0.1%	.	?	17.8%	0.7%
CC1=CC2=NC(=O)CC(C)(C(=O)N(CC(=O)NC3CCCC3)Cc3ccc(Cl)cc3)N2C=C1 (centres undefined)	2.0%	-20.4%	-0.1%	-7.6%	5.6	?	5.4%
COc1cccc(C2N(c3ccccn3)C(=O)C3CCCN32)c1OC (centres undefined)	0.4%	-8.9%	6.5%	-3.7%	-6.6	-3.0%	1.8%
CCCc1c(C(=O)Nc2ccc(C(F)(F)F)cc2)cnn1-c1ccccc1	0.0%	-19.7%	9.4%	81.5%[activator]	-15.5	5.5%	-1.3%
COC(=O)c1scc(S(=O)(=O)c2ccccc2)c1N	-4.5%	-19.2%	?	-5.6%	-28.9	?	-0.3%
Cn1c(=NC(=O)CSCC(=O)N2CCCC2)sc2ccccc21	-5.2%	.	1.1%	-5.2%	?	4.6%	3.7%
Cc1ccc(OCCN(C)C(=O)C2CCC(=O)N(CCCN3CCCC3=O)C2)cc1 (centres undefined)	-2.8%	-6.7%	9.3%	1.2%	-18.5	1.8%	1.1%
COc1cccc(/C=N/N2CCN(c3ccncc3S(=O)(=O)N3CCCCC3)CC2)c1	-1.3%	187.5%[activator]	1.6%	?	-9.0	-7.8%	-6.8%
CCOc1ccccc1NC(=O)C1C(c2ccccc2)C1(Cl)Cl (centres undefined)	.	.	.	7.2%	-1.1	.	0.5%

The whole of this part (from the top)
SMILES	LmPK inhibitor	AmpC no deterg	Sm TGR block	AMA1 RON2 block	HCMV antiviral	AmpC detergent	Tb PYK inh
Cc1ccc(Cl)cc1NC(=O)CCCn1c(=O)c2cccn2c2cccnc21	.	.	-0.1%	.	?	17.8%	0.7%
CC1=CC2=NC(=O)CC(C)(C(=O)N(CC(=O)NC3CCCC3)Cc3ccc(Cl)cc3)N2C=C1 (centres undefined)	2.0%	-20.4%	-0.1%	-7.6%	5.6	?	5.4%
COc1cccc(C2N(c3ccccn3)C(=O)C3CCCN32)c1OC (centres undefined)	0.4%	-8.9%	6.5%	-3.7%	-6.6	-3.0%	1.8%
CCCc1c(C(=O)Nc2ccc(C(F)(F)F)cc2)cnn1-c1ccccc1	0.0%	-19.7%	9.4%	81.5%[activator]	-15.5	5.5%	-1.3%
COC(=O)c1scc(S(=O)(=O)c2ccccc2)c1N	-4.5%	-19.2%	?	-5.6%	-28.9	?	-0.3%
Cn1c(=NC(=O)CSCC(=O)N2CCCC2)sc2ccccc21	-5.2%	.	1.1%	-5.2%	?	4.6%	3.7%
Cc1ccc(OCCN(C)C(=O)C2CCC(=O)N(CCCN3CCCC3=O)C2)cc1 (centres undefined)	-2.8%	-6.7%	9.3%	1.2%	-18.5	1.8%	1.1%
COc1cccc(/C=N/N2CCN(c3ccncc3S(=O)(=O)N3CCCCC3)CC2)c1	-1.3%	187.5%[activator]	1.6%	?	-9.0	-7.8%	-6.8%
CCOc1ccccc1NC(=O)C1C(c2ccccc2)C1(Cl)Cl (centres undefined)	.	.	.	7.2%	-1.1	.	0.5%
OC(COCc1ccccc1)CN1CCN(Cc2ccc3c(c2)OCO3)CC1 (centres undefined)	0.3%	-11.1%	-3.9%	-3.6%	0.6	-4.1%	0.2%
Cc1ccsc1/C=N/NC(=O)CN1CCN(Cc2ccccc2)CC1	-0.6%	7.5%	-18.3%	5.6%	-35.2	-1.8%	-6.5%
O=C(C1CC1)N1CCC(C(O)(c2ccccc2)c2ccccc2)CC1	-4.4%	35.3%	-3.1%	-3.1%	27.1	-1.5%	-15.2%
O=C(CN(Cc1ccccc1)C(=O)CCC(=O)Nc1nccs1)NCc1ccco1	-0.1%	-7.7%	5.9%	-3.7%	-9.4	-0.1%	-1.0%
Cc1ccc(N=C(NO)c2nonc2N)c(C)c1	0.5%	-8.3%	8.0%	-13.8%	-37.9	0.9%	-1.7%
CCOc1ccc(S(=O)(=O)N2CCOCC2)cc1NC(=O)CSCc1ccc(C)cc1	.	65.2%[activator]	-13.1%	-3.9%	-15.0	-8.7%	1.8%
CCOc1ccc(N(CC(=O)NC(C)C)C(=O)CCC(=O)Nc2ccccn2)cc1	3.9%	16.4%	-7.7%	1.6%	-9.8	-2.6%	5.6%
C=C(C)COc1ccc2c(C)c(CC(=O)N3C[C@H]4C[C@@H](C3)c3cccc(=O)n3C4)c(=O)oc2c1	-8.6%	141.2%[activator]	-8.1%	-3.4%	-5.6	?	4.6%
CC#CCN1c2ccccc2[C@]23C[C@@H](C(=O)OC)N(C(C)=O)C2=NC(C(=O)OC)=C(C(=O)OC)[C@H]13	1.4%[11.5 µM]	127.7%[activator]	-2.7%	-19.4%	25.3	4.1%	4.1%
COc1ccc(OCC(=O)NNC(=O)Cn2c(=O)cnc3ccccc32)cc1	.	-18.4%	-1.8%	75.7%[activator]	-10.0	-15.7%	2.3%
CN(C)S(=O)(=O)c1cccc(NC(=O)COC(=O)c2ccc3ccccc3n2)c1	.	-18.1%	.	19.4%	119.8	.	1.0%
CC(C)Sc1nc2c(c(=O)[nH]c(=O)n2C)n1CCc1ccccc1	9.8%	-15.4%	-22.6%[11.4 µM]	2.1%	-26.2	-13.1%	-11.2%
O=C(Nc1ccccc1)N(CCc1ccncc1)C1CCCCC1	.	.	.	3.3%	5.3	.	-7.1%
COC(=O)c1sccc1-c1ccc(/C=N/OC(=O)c2cccs2)o1	5.4%	-42.3%	-1.9%	-1.8%	46.3	-0.2%	-1.3%
C=CCC[C@@H](CCCCC)OC(=O)/C=C/[C@@H](O)[C@H](O)C[C@H](O)CC=C	.	.	.	-9.8%	-0.3	.	4.9%
COc1ccc(S(=O)(=O)N2CCCC2CNC(=O)C(=O)NCCc2ccccc2)cc1 (centres undefined)	.	102.2%[activator]	-8.1%	-1.2%	-11.6	?	-3.9%

The list goes on:
SMILES	LmPK inhibitor	AmpC no deterg	Sm TGR block	AMA1 RON2 block	HCMV antiviral	AmpC detergent	Tb PYK inh
Cc1noc(C)c1COc1ccc(C(=O)OCC(=O)Nc2ccc(C(=O)N(C)C)cc2)cc1	.	2.2%	-1.2%	-9.8%	-19.8	-12.3%	-1.3%
O=C(CSc1nnc(Cc2ccccc2)n1Cc1ccco1)NC1CCCC1	6.1%	7.6%	?	9.2%	36.4	4.2%	-9.9%
CCOC(=O)c1c(/N=C/C2C(=O)CC(C)(C)CC2=O)sc2c1CCCC2	-0.2%	-14.1%	-2.7%	-5.3%	-7.3	-10.3%	-3.7%
CC1CCN(S(=O)(=O)c2ccc(C(=O)NCc3ccco3)cc2)CC1	1.0%	-6.6%	15.1%	-2.0%	-25.4	8.1%	-5.5%
COc1ccc(NC2c3ccccc3C(=O)N2Cc2ccco2)cc1OC (centres undefined)	2.1%	-11.8%	-35.0%	-19.7%	?	-16.4%	-3.3%
CCOc1ccccc1-c1cc(-c2ccccc2)nc2c1c(=O)n(C)c(=O)n2C	5.5%	1.9%	0.0%	-7.9%	11.7	-9.2%	-0.2%
CCCCCNc1nc2ccccc2nc1NS(=O)(=O)c1cccs1	12.9%	-24.9%	-4.2%	13.4%	-22.2	-2.9%	-7.8%
COCCCNC(=O)C1CCN(C(=O)Nc2ccc(Cl)cc2)CC1	-4.3%	-7.6%	-3.9%	6.4%	-10.7	5.5%	.
COc1ccc(N(CC(=O)N2CCN(c3ccc(Cl)cc3)CC2)S(=O)(=O)c2c(C)noc2C)cc1	-2.6%	72.7%[activator]	1.5%	-12.3%	-21.3	-2.6%	0.9%
COc1ccc(/C=N/NC(=O)c2nc(-c3ccccc3)cc(-c3ccccc3)n2)cc1OC	6.5%	38.6%	3.8%	-6.2%	12.8	?	-0.6%
O=C(OCc1ccc(Cl)c(Cl)c1)c1ccccn1	-24.1%	-1.1%	1.8%	4.6%	-8.3	-10.3%	2.2%
Cc1ccc(N(CC(=O)NCc2cccs2)S(=O)(=O)c2cccs2)cc1	1.1%	-39.2%	6.0%	-1.3%	-28.5	3.2%	1.5%
CN1CCN(c2cc(N3CCCC3)c([N+](=O)[O-])cc2F)CC1	-4.8%	-11.5%	-33.3%	-19.4%	-27.0	5.5%	-5.9%
COC(=O)c1cc(NC(=O)CCc2c(C)nc3c(c(C)nn3C(C)(C)C)c2C)cc(C(=O)OC)c1	.	.	-9.7%	.	8.4	?	-1.4%
C=CCN(CC=C)CC(=O)Nc1ccc(S(N)(=O)=O)cc1	-3.7%	-14.0%	-2.4%	6.6%	-10.1	?	-12.3%
O=C(CCCl)N1CCCC2(CCCCC2)C1	-2.9%	-4.3%	?	-8.7%	-32.0	0.4%	2.8%
Cc1ccc(-c2nc3c(c(=O)c4ccccc4n3C)c(=O)n2-c2ccccc2)cc1	4.5%	-25.6%	-5.7%	-11.0%	?	-0.6%	-4.0%
CC1=C(C(=O)N2CCCC(C(=O)c3cccc4ccccc34)C2)OCCO1 (centres undefined)	6.4%	66.3%[activator]	-9.9%	-8.0%	-39.0	3.1%	1.7%
CC(=O)c1cccc(NC(=S)NC(=O)C(C)C)c1	0.3%	-10.8%	-28.6%	1.1%	-14.9	-0.2%	0.0%
O=C(CCCOc1ccccc1)Nc1ccc(Br)cc1	.	.	.	9.3%	15.7	.	-1.2%
Cc1cc2nc(-c3ccc(C#N)cc3)c(Cc3cccc(F)c3)n2c(C)c1Br	.	.	.	3.6%	5.4	.	2.5%
O=C(Nc1ccccc1C(F)(F)F)c1cc2nc(-c3ccccc3)cc(-c3ccccc3)n2n1	.	.	?	.	8.7	10.5%	-7.5%
Cc1cccc(CN2CCN(Cc3cccc(-n4cccn4)c3)CC2CCO)n1 (centres undefined)	-2.0%	24.6%	?	32.0%[activator]	-20.3	-7.8%	-1.8%
Cc1ccc(/C=N/n2cnnc2)s1	0.0%	-28.5%	3.4%	-7.5%	34.7	-4.4%	.
COCCNC(=S)N(CCCN(C)C)Cc1cc2cc3c(cc2[nH]c1=O)OCCO3	5.0%	-8.1%	-30.9%	0.5%	60.1	?	-1.2%
COc1ccc(-c2ccc(SCC(=O)NC3CCCCC3)nn2)cc1OC	-6.0%	16.2%	-12.4%	-12.7%	74.3	-4.8%	-0.6%
FC(F)(F)c1ccc(C2NCCc3sccc32)cc1 (centres undefined)	-3.5%	16.3%	.	-11.6%	26.5	-8.5%	-11.1%

Compound activity from PubChem.
